# Compound activity: PubChem BioAssay, several laboratories
# GC-A act: GC-A stimulated cGMP production enhancers – HEK293 GC-A cells, cGMP TR-FRET, EC30 ANP, primary screen; Atrial natriuretic peptide receptor 1 (Homo sapiens), P16066; 0% at EC30 ANP, 100% saturating ANP; activation, % at 10 µM; 0.14% of 370,000 active; in the data active means activation above about 40%
# Target sequence (P16066 whole entry, looked up): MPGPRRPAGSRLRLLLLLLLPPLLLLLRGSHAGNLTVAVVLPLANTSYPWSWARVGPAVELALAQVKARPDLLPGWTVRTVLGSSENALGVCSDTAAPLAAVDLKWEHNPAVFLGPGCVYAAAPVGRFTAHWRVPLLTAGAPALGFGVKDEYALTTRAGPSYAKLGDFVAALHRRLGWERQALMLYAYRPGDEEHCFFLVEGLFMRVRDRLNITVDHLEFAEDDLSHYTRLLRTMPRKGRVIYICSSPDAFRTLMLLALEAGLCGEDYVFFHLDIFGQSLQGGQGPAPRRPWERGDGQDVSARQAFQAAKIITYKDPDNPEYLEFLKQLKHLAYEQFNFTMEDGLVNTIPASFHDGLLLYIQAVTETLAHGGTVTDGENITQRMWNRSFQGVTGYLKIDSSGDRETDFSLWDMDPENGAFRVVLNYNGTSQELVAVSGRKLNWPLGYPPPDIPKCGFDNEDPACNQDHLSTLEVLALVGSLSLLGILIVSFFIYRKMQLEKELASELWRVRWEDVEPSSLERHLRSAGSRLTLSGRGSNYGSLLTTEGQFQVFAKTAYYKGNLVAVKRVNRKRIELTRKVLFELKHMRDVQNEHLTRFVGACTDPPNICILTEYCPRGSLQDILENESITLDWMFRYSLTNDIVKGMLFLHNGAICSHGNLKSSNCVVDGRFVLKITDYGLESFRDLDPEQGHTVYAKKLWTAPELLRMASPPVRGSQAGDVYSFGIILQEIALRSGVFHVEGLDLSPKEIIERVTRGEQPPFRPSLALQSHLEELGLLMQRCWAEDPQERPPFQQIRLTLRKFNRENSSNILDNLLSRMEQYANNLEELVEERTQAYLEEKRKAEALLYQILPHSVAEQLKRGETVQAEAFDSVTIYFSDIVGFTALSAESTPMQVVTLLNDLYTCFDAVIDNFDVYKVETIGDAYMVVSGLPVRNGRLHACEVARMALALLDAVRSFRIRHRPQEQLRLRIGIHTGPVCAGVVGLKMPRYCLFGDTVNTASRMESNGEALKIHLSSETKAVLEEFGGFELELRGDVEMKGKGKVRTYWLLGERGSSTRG
# UHRF1 MBD2 ctr: UHRF1 methylated DNA binding inhibitors, primary screen, counter-screen for MBD2 inhibitor project, biochemical, TR-FRET, human UHRF1, single concentration; E3 ubiquitin-protein ligase UHRF1 (Homo sapiens), Q96T88; UHRF1 binding to methylated oligo; inhibition, % at 4.4 µM; 0.75% of 370,000 active; AID 687016, 2013; in the data active means inhibition above about 21%;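 further: UHRF1 SRA domain binding a hemimethylated CpG hairpin DNA probe; 0% = median of test compound wells and 100% = reference inhibitor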
# SIAE primary: human SIAE inhibitors, primary screen, biochemical, fluorescence polarization, FP-Rh probe, 1536-well HTS | Sialate O-acetylesterase (Homo sapiens), Q9HAT2 | SIAE FP-Rh probe binding | inhibition, % at 9.66 µM | 0.69% of 370,000 active;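 active means inhibition above a cutoff: mean of compounds within the control limits plus 3 SD of those, cut at about 17% in these data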;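 further: 0% = plate median of compound wells and 100% = probe without SIAE protein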
# rCAG RNA binder: binders of r(CAG) RNA repeats, primary screen, biochemical, fluorescence | r(CAG) RNA repeat, TO-PRO-1 dye displacement fluorescence | inhibition, % at 3 µM | 1.3% of 370,000 active | AID 651821, 2012;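 active means inhibition above the plate cutoff, the mean of all test compounds on that plate plus 3 SD, cut at about 35% in these data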;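 further: 0% = DMSO alone and 100% = 100 µM mitoxantrone as full dye displacement; higher means more dye released from RNA so lower well fluorescence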
# PRMT1 inh: PRMT1 methyltransferase inhibitors, primary screen, biochemical, fluorescence polarization; 1.3% of 370,000 active; recombinant PRMT1, activity-based probe fluorescence polarization; inhibition, % at 2.79 µM;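 active means inhibition above about 21% made by adding two undisclosed values, limit read from the data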
# MBD2 DNA inh: inhibitors of MBD2 binding to methylated DNA, primary screen, biochemical, TR-FRET, DNA-binding domain, human | Methyl-CpG-binding domain protein 2 (Homo sapiens), Q9UBB5 | MBD2 binding to methylated oligonucleotide | inhibition, % at 4.4 µM | 0.31% of 370,000 active | AID 686964, 2013; in the data active means inhibition above about 13%
# HTRA1 inhibitor: HTRA1 serine protease inhibitors, primary screen, biochemical, fluorescence polarization, HTS | Q92743 | recombinant HTRA1, FP-rhodamine activity-based probe | inhibition, % at 5.96 µM | 0.5% of 340,000 active | AID 504803, 2011; in the data active means inhibition above about 36%;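 further: 0% = enzyme with DMSO and 100% = wells lacking enzyme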
# NPR2 activator: human GC-B receptor activators, primary screen, HEK293 GC-B cells, cGMP TR-FRET, EC30 CNP | 0% at EC30 CNP, 100% saturating CNP | activation, % at 10 µM | 0.11% of 370,000 active | Atrial natriuretic peptide receptor 2 (Homo sapiens), P20594 | AID 1920062, 2024;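 active means activation at 10 µM reaching about 35% in either raw or pattern-adjusted values, limit read from the data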
# ABHD4 inh: ABHD4 inhibitors, primary screen, biochemical, fluorescence polarization, mouse; 0.54% of 370,000 active; purified mABHD4, FP-Rh probe fluorescence polarization; inhibition, % at 8.92 µM;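 active means inhibition exceeding the mean over every tested compound plus 3 SD, cut at about 30% in these data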;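 further: 0% = plate median of compound wells and 100% = S159A mutant with DMSO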
#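 system = mouse ABHD4 enzyme, wild type | medium = HEPES pH 7.0, NaCl, Pluronic buffer | also added = FP-Rh probe | incubation = Enzyme–compound pre-incubation 45 min, then probe 60 min, both 25 °C | technique = fluorescence polarization, excitation 525 nm, emission 598 nm, BODIPY TMR filters | controls = S159A mutant high control, sample median low control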
# TCR-CD3 inh: inhibitors of human TCR-CD3 interaction, primary screen, biochemical, fluorescence, TAMRA-labeled TCR probe. T-cell receptor (TCR). inhibition, % at 9.4 µM. 0.37% of 360,000 active. AID 651800, 2012; in the data active means inhibition above about 19%;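 further: recombinant mutant TCR 2C K166C tagged with TAMRA read by polarization; 0% = receptor in buffer alone and 100% = receptor with positive control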
# The depositor's hits bear a star; nt = not tested or not shown. These rows are one share of the data (hit frequency here may not be typical).
Structure	GC-A act	UHRF1 MBD2 ctr	SIAE primary	rCAG RNA binder	PRMT1 inh	MBD2 DNA inh	HTRA1 inhibitor	NPR2 activator	ABHD4 inh	TCR-CD3 inh
O=C(CSc1nnc(CNC(=O)c2ccc(F)cc2)o1)NCc1ccccc1Cl	0	-2	-2	-6	-1	-4	3	0	-8	4
Cc1sc(NC(=O)C2CSC3(C)CCC(=O)N23)nc1-c1ccc(F)cc1 (stereo not given)	-1	0	6	-2	4	-2	-9	4	3	9
COc1ccc(S(=O)(=O)N2CCNC(=O)C2)cc1Br	-6	1	0	-4	5	5	2	5	-1	-7
CC(C)(C)c1ccc(C(=O)N/N=C/c2ccccn2)cc1	7	-2	1	-1	-5	-3	12	0	-3	1
CN(C(=O)CN1C(=O)NC(C)(CCc2ccccc2)C1=O)c1ccccc1 (stereo not given)	2	0	0	-7	2	-1	2	-4	-2	-7
CCc1ccc(C=NN2CCN(Cc3ccc(C)cc3C)CC2)cc1	3	-1	3	0	-6	-10	nt	-2	-3	nt
CCOc1ccccc1C(=O)NCC(=O)OCC(=O)N1CCCC1	-4	0	-5	0	-1	1	2	-1	1	3
Cc1ccc(NC(=O)COC(=O)CCc2ccccc2)c(Cl)c1	2	-2	22*	0	-1	0	-6	0	5	-2
O=C(COc1ccccc1)OCC(=O)N1CCCc2ccccc21	-3	-1	1	-7	3	2	-2	-2	-2	-1
CCOC(=O)CSc1nc2cccnc2n1-c1ccc(F)cc1	-3	5	-2	-3	0	1	12	-1	-27	2
Cn1ncc([N+](=O)[O-])c1C(=O)Nc1ccc(Cl)cc1	-5	5	1	3	2	-1	5	1	2	-5
N#Cc1ccccc1NC(=S)Nc1ccc(F)cc1	2	2	3	2	0	0	5	3	-2	2

# Continued:
Structure	GC-A act	UHRF1 MBD2 ctr	SIAE primary	rCAG RNA binder	PRMT1 inh	MBD2 DNA inh	HTRA1 inhibitor	NPR2 activator	ABHD4 inh	TCR-CD3 inh
CCOC(=O)c1ncn2c1CN(C)C(=O)c1cc(F)ccc1-2	-1	-3	0	1	-4	4	2	2	-2	7
Cc1oc(-c2ccccc2Cl)nc1CSCC(=O)O	2	-2	6	2	-3	-1	6	-2	3	-7
COc1ccc(Nc2c(-c3cc4ccccc4o3)nc3nc(C)cc(C)n23)cc1	33	1	5	9	-3	0	nt	22	4	-5
C(=N\N1CCN(Cc2cccc3ccccc23)CC1)/c1cccnc1	-6	-2	-1	-6	-3	-3	-6	-11	-8	-1
Cc1ccc(NC(=O)C=NOCC(=O)Nc2cc(C)cc(C)c2)cc1	1	-2	-1	1	-2	-7	-7	5	-3	2
O=C(NCC(=O)N1CCN(S(=O)(=O)c2ccccc2F)CC1)c1ccc2c(c1)OCO2	-1	1	-1	1	1	3	-5	-1	-2	-2
CC(Sc1nnc(-c2ccccc2F)n1C1CC1)C(N)=O (stereo not given)	0	-1	4	2	0	-2	1	2	2	6
COc1ccc(-c2ccc(CN3C(CC(C)C)C(=O)N(Cc4cn(Cc5ccco5)nn4)CCS3(=O)=O)cc2)cc1 (stereo not given)	-20	1	-24	27	5	0	-67	2	-25	-10
N/C(=N\c1nc2ccccc2o1)NC(=O)c1ccc(F)cc1	7	1	5	-1	3	5	7	-4	5	-8
COc1ccc2c(COC(=O)c3cccc(S(=O)(=O)NCC(C)C)c3)cc(=O)oc2c1	-1	-2	-16	7	-2	-5	-50	3	-8	4
COc1cc(C(=S)N2CCN(C)CC2)ccc1OCC(=O)NCc1ccccc1	-1	-2	8	-4	0	1	nt	0	-7	5
C=CCn1c(=O)c2ccccc2n2c(SCC(=O)N(C)C)nnc12	-1	0	3	-1	-5	-5	2	3	-1	3

# Going on with the list:
Structure	GC-A act	UHRF1 MBD2 ctr	SIAE primary	rCAG RNA binder	PRMT1 inh	MBD2 DNA inh	HTRA1 inhibitor	NPR2 activator	ABHD4 inh	TCR-CD3 inh
O=C(Nc1nc(NC(=O)c2ccco2)n(-c2ccccc2)n1)c1ccccc1	2	4	-5	1	4	8	6	1	-12	0
CN(c1ccc(C(=O)Nc2ccc3c(c2)n(C)c(=O)n3C)cc1)S(C)(=O)=O	1	1	4	-1	-3	2	0	-5	5	-3
CC(C)(C)n1ncc2c(=O)n(Cc3c(Cl)cccc3Br)cnc21	12	1	-3	-8	0	5	-23	21	-9	0
CCOC(=O)C1=C(c2ccccc2)O/C(=C(/C(=O)OC)C(F)(F)F)S1	2	2	36*	-2	1	-2	5	4	-3	13
CC(=O)NCCC(=O)NCC1(N(C)Cc2ccccc2)Cc2ccccc2C1	-1	-3	3	-6	-2	-8	0	0	9	5
Cc1cccc(-c2nc(C#N)c(N3CCC(C)CC3)o2)c1	2	-3	-5	-2	-3	4	4	-2	-4	4
CC1(C)CC(NCCC(c2ccccc2)c2ccco2)CCO1 (stereo not given)	-4	3	0	-8	3	5	-1	-6	4	-2
CCOC(=O)Cc1nnc(NC(=O)CC)s1	4	0	4	-2	-2	-4	-1	2	2	7
COc1ccc(C(=O)NC(=S)NNC(=O)c2ccc(NC(C)=O)cc2)cc1Br	-6	-2	-6	26	-1	-1	8	-2	-18	11
CCc1cccc(OCC(=O)Nc2cc(Cl)ccc2-n2cncn2)c1	-3	4	-4	3	-4	-6	-26	-7	-1	4
Cc1cccc(Cn2cnc3c(nnn3Cc3ccccc3F)c2=O)c1	8	3	1	-1	3	-3	-1	4	-6	6
CCCCN(C(=O)c1cnc(C)cn1)c1c(N)n(CCC)c(=O)[nH]c1=O	2	-1	1	-1	-1	4	4	-2	2	9

# Additional records follow:
Structure	GC-A act	UHRF1 MBD2 ctr	SIAE primary	rCAG RNA binder	PRMT1 inh	MBD2 DNA inh	HTRA1 inhibitor	NPR2 activator	ABHD4 inh	TCR-CD3 inh
CN(CCCNC(=O)c1cc2c(=O)[nH]c3ccccc3c2n1C)Cc1ccccc1	-2	1	10	-2	2	0	-8	-4	-2	2
C/C(=N\NC(=O)CSc1nc2ccccc2c(=O)n1-c1ccccc1C)c1cccs1	0	4	-2	3	3	-3	-8	3	12	-8
COc1ccc(C(C)=O)cc1CSc1ccc2c(c1)OCCO2	-6	3	0	4	4	1	-13	-3	-5	-1
CCOC(=O)N1CCN(S(=O)(=O)N(C)C)CC1	4	1	-1	-3	-1	3	6	3	5	-1
COc1cccc(CN2CCCC(C(=O)c3ccc4c(c3)OCO4)C2)c1O (stereo not given)	-3	-1	7	-4	-2	1	-1	1	3	-4
O=C(c1ccc(Cl)c(S(=O)(=O)N2CCCCC2)c1)N1CCCC1	3	1	-5	-3	5	2	4	0	-2	7
O=S(=O)(NCCc1ccccc1)c1ccc(-n2cnnn2)cc1	2	0	-2	0	1	1	3	-7	2	4
O=C(O)c1cccc(S(=O)(=O)Nc2cccc(S(=O)(=O)N3CCCC3)c2)c1	0	-1	4	5	2	2	11	3	2	-2
O=C(Nc1ccccc1Oc1cccnc1)C1CCCN(C/C=C/c2ccccc2)C1 (stereo not given)	-5	0	1	-9	-6	-6	-12	-1	3	5
O=C(NC1CCN(S(=O)(=O)c2ccc(F)cc2)CC1)c1cccnc1	2	1	1	0	1	0	8	3	-5	-4
CCn1c2ccccc2c2nnc(SCc3ccccc3)nc21	6	1	-8	5	-1	-1	-56	1	-5	1
COc1cc(C(=O)N2CCC2(C)C(=O)O)cc(OC)c1OC (stereo not given)	5	-3	-4	2	-3	1	nt	3	-2	5

# Additional results
Structure	GC-A act	UHRF1 MBD2 ctr	SIAE primary	rCAG RNA binder	PRMT1 inh	MBD2 DNA inh	HTRA1 inhibitor	NPR2 activator	ABHD4 inh	TCR-CD3 inh
Cc1ccc(NC(=O)C2=C(c3ccccc3)S(=O)(=O)CCS2(=O)=O)cc1	22	7	-5	1	62*	5	2	17	4	2
CN(C)C(CNC(=S)Nc1ccc(F)cc1)c1cccnc1 (stereo not given)	2	-1	-8	-1	-2	-2	4	2	2	-3
CCCCS(=O)(=O)N1CCN(C(=O)C(=O)c2cccc(C(F)(F)F)c2)CC1	1	-2	-1	0	-7	6	nt	1	-2	0
CCOC(=O)/C=c1\s/c(=C\c2ccc(C(=O)OC)cc2)c(=O)n1CC(=O)Nc1ccccc1	0	-3	0	2	-5	-11	-16	-1	-3	6
C=CCNC(=O)c1cc2cccc(OC)c2oc1=O	3	-6	5	0	0	-1	-1	-3	-1	1
N#Cc1ccccc1Cn1cc(/C=N/Nc2ccc([N+](=O)[O-])cn2)c2ccccc21	-4	-1	1	7	2	4	2	-4	-4	-4
CCN1CCN(CCC(=O)Nc2cccc(OC)c2)CC1	4	-1	5	2	2	-4	-3	-3	-1	1
CC(=O)NCCCNc1ccc([N+](=O)[O-])cc1	2	-5	2	-2	-1	5	-2	-6	-13	-9
CSCCC(NC(=O)COc1ccccc1)C(=O)N1CCN(C(C)=O)CC1 (stereo not given)	2	-1	4	-4	0	-3	2	0	0	1
O=C(Nc1ccc2[nH]c(=O)[nH]c2c1)c1c(F)c(F)c(F)c(F)c1F	1	-2	9	-2	0	-11	2	7	1	7
COC(=O)[C@]12C[C@H](CC(=O)NCCc3ccccc3OC)C(=O)N(Cc3ccco3)C1=C[C@H](C1CCCC1)O[C@@H]2C	-3	-4	3	1	-2	2	nt	-6	5	nt
CCOc1ccc(C(C)=O)cc1CSc1nnnn1-c1ccc(O)cc1	0	2	-1	3	-5	5	-10	0	-7	-1

# (continued)
Structure	GC-A act	UHRF1 MBD2 ctr	SIAE primary	rCAG RNA binder	PRMT1 inh	MBD2 DNA inh	HTRA1 inhibitor	NPR2 activator	ABHD4 inh	TCR-CD3 inh
Cc1ccc(C)c(OCC(=O)Nc2nc3ccc([N+](=O)[O-])cc3s2)c1	-2	-2	2	0	-3	-3	-11	4	8	-1
COc1ccc(S(=O)(=O)N2CCN(C(=O)CN3C(=O)NC4(CCCC4)C3=O)CC2)cc1	3	1	-6	-1	1	5	4	0	6	-3
Cc1cc(S(=O)(=O)Nc2c(C(=O)O)[nH]c3ccccc23)ccc1F	3	-3	2	21	3	-1	1	4	0	6
COc1ccc(CC(=O)OCN2C(=O)c3ccccc3C2=O)cc1OC	-1	-1	7	-6	1	2	-4	0	-5	3
COc1cc(/C=C2\SC(=S)N(CC(=O)Nc3cccnc3)C2=O)cc(OC)c1OC	5	3	1	10	8	4	0	3	-11	-19
CCOc1ccc(NC(=O)C2=C(C)NC(=S)NC2c2ccc(O)c(OC)c2)cc1 (stereo not given)	-2	2	3	2	9	1	-6	10	2	0
Cn1c2ccccc2c(=O)c2ccc(Cl)cc21	2	-7	-4	0	-2	-1	-8	3	3	2
O=C(NCC1CCCO1)C(c1cccnc1)N(C(=O)Cc1cccs1)c1ccccc1 (stereo not given)	-3	-1	-1	-8	-3	2	3	-5	7	6
COc1ccc2nnc(-c3ccccc3)n2n1	0	-3	-4	-2	0	1	4	-1	5	5
O=C(CSc1nnc(-c2cnccn2)n1Cc1ccco1)Nc1ccc(Br)cc1	-12	2	2	5	8	2	-11	-20	-15	-9
COc1ccc(-c2csc(Nc3ccccn3)n2)cc1	9	-3	8	3	1	-2	7	-7	21	7
